High-throughput results as filed in PubChem.
Tb PYK inh: blocks Trypanosoma brucei pyruvate kinase. Q57TT1. TbPYK enzyme, Kinase-Glo Plus ATP luminescence, 45 min. Potency, µM (top dose mostly 76.8 µM), for the others: at the highest dose activity, negative = inhibition, actives largely listed as inhibitors. 0.12% of 410,000 active. AID 624173; further: nearly all actives have a fitted effect of over 50% in size
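Readout: single end-point luminescence (Kinase-Glo Plus, 10 min). Reaction conditions were TbPYK/substrate plus 130 uM ADP, 45 min at RT, pH 7.2 TEA buffer. No-enzyme wells served as controls, and data were normalized before concentration-response fitting.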
HCV inhibitor: blocks hepatitis C virus. 3.4% of 340,000 active. Potency, µM (series often up to 41.8 µM), for the others: at the top dose activity change, negative = inhibition, actives largely listed as inhibitors. Huh7.5.1 HCVcc-Cre infection, luciferase reporter, 44 h
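1,000 cells/well; 4 h culture; + compound; + HCVcc-Cre (~0.5 moi); 44 h; luciferase substrate, RT 15 min; read 15 sec.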
LmPK inhibitor: inhibitors of Leishmania mexicana pyruvate kinase; purified LmPK, Kinase-Glo ATP luminescence, 1 h; Potency, µM (doses to about 57.5 µM), for the others: at the top dose activity change, negative = inhibition, actives largely listed as inhibitors; 0.37% of 290,000 active; AID 1721
Target sequence (Q27686 whole entry, looked up): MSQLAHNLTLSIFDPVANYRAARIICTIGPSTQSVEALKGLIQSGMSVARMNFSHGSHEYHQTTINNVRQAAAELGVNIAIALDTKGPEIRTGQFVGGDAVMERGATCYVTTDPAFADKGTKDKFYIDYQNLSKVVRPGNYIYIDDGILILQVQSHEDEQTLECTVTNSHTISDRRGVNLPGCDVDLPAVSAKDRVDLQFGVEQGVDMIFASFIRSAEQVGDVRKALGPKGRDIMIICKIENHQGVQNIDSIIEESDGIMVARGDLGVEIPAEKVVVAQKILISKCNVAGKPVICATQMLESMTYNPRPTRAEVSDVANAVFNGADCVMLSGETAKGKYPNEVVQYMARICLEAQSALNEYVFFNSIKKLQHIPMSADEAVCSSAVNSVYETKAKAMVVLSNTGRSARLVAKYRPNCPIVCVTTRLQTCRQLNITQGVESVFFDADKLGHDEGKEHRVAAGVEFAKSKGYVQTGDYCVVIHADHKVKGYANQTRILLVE
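Kinase-Glo luminescence read after 1 h RT reaction of 0.1 nM LmPK with 0.5 mM PEP and 0.1 mM ADP. Activity scaled between uninhibited and enzyme-free controls.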
Pf growth 48h: inhibits P. falciparum growth in the first generation, 48 h. P. falciparum luciferase growth in erythrocytes, 48 h. Potency, µM (doses to about 28.7 µM), for inactives: top-dose activity change, negative = inhibition, most hits filed as inhibitors. 5.9% of 310,000 active. AID 504832
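Luciferase-expressing P. falciparum in infected erythrocytes (2% hematocrit, 0.1% parasitemia final) in RPMI 1640/0.5% Albumax were exposed to compound for 48 hours at 37 C, 5% CO2; growth read as luminescence.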
Sm TGR block: inhibitors of Schistosoma mansoni thioredoxin glutathione reductase; purified TGR, DTNB reduction, TNB absorbance 405 nm; Potency, µM (highest dose often 114 µM), without a hit: at the top dose activity change, negative = inhibition, hits mostly inhibitors; Q962Y6; 3% of 360,000 active; AID 485364; further: nearly all actives have a fitted effect of over 60% in size
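Kinetic colorimetric format: TGR-catalysed, NADPH-driven DTNB reduction monitored via TNB absorbance. Enzyme dispensed at 20 nM; compound exposure 15 min at room temperature before reaction start.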
Pf growth 96h: inhibits malaria parasite growth, 96 h; P. falciparum luciferase reporter growth, 96 h; Potency, µM (titrated, usually from 28.7 µM), without a hit: at the highest dose activity change, negative = inhibition, most hits filed as inhibitors; 6.9% of 320,000 active; AID 504834
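P. falciparum expressing integrated firefly luciferase grown in erythrocytes (2% hematocrit, 0.05% parasitemia final) with compounds for 96 hours at 37 C, 5% CO2. Growth inhibition read as loss of luminescence after adding luciferase detection reagent.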
An asterisk follows results filed as active; ? = inconclusive; . = no result given; [ ] = another dose, or the depositor's remark. The call rests on the fitted dose curve; in most records, active means well fitted curve in the direction sought with a large enough effect; inconclusive means small, poorly fitted or top-dose-only effect, or another doubt; inactive means no such curve, though single readings can be large; an effect the other way counts as inactive or inconclusive. On the % scale 0 is the no-effect control and ±100 the full control effect; potency means the concentration at half of the fitted maximal effect.

compound	Tb PYK inh	HCV inhibitor	LmPK inhibitor	Pf growth 48h	Sm TGR block	Pf growth 96h
O=C(CCc1ccccc1)NNC(=O)Nc1ccc(Br)cc1	5%	-4%	0%	21%	-24%	-1%
CCCNc1oc(-c2cccc3ccccc23)nc1C#N	-19%	2%	1%	44%[activator]	-4%	-3%
COc1ccc(NC(=O)CSc2nncc(=O)n2N)cc1OC	2%	4%	-11%	?	-23%	9%
Cc1csc(NC(=O)CSCc2c(C)noc2C)n1	6%	-16%	.	13%	4%	8%
COc1ccc2c([N+](=O)[O-])c(Cl)[nH]c2c1	-21%	18%	4%	10%	?	-17%
NNc1nc2ccccc2c(=O)n1Cc1ccccc1	?	6%	1%	59%[activator]	?	?
O=[N+]([O-])c1ccc2sc(SCc3nc4ccccn4c3Br)nc2c1	.	5%	4%	4%	-14%	-83%
CCOC(=O)CSc1[nH]c2cc(OC)ccc2c1[N+](=O)[O-]	-1%	6%	0%	44%[activator]	?	14%
CC1(C)C(=O)Nc2ccccc2N1C(=O)COC(=O)C1CCCCC1	1%	-7%	-1%	0%	-2%	.
CCCCc1nc2cc(C(=O)N3CCNC(=O)C3CC(=O)OC)ccc2o1 (centres undefined)	-1%	.	-1%	29%	31%	?
COC(=O)CCNC(=O)Cc1ccc(S(=O)(=O)N2CCCCC2)s1	-4%	?	.	?	-12%	5%
CNC(=O)c1c(O)c2cccc3c2n(c1=O)CCC3	-14%	?	2%	22%	0%	89%[activator]
CSc1ccccc1NC(=O)CSCc1ccccc1Br	3%	1%	6%	3%	-22%	33%[activator]
Nc1c(C(=O)NCc2ccco2)nnn1-c1ccccc1	1%	23%	0%	240%[activator]	0%	13%
CN(Cc1ccco1)c1ncnc2ccc(-c3cccc(Cl)c3)cc12	.	.	.	6.6µM*	-18%	9.3µM*
CCOc1ccc(CSC(CC(=O)O)C(=O)O)cc1 (centres undefined)	-1%	25%	-2%	31%	-5%	5%
COCCNC(=O)COc1ccccc1Cl	-2%	-14%	1%	5%	0%	.
O=C(NN=C1CCCCCCCCCCC1)c1ccncc1	-2%	8%	3%	13%	-4%	42%[activator]
CCC/C=N/NC(=O)C1COc2ccccc2O1 (centres undefined)	1%	8%	-4%	?	12%	1%
COc1ccc(Cl)cc1Nc1nc(-c2sc(NC(=O)CC(C)C)nc2C)cs1	-7%	11µM*	-2%	10µM*	3%	9.3µM*

Next part.
compound	Tb PYK inh	HCV inhibitor	LmPK inhibitor	Pf growth 48h	Sm TGR block	Pf growth 96h
O=C(CN1C(=O)C2CCCCC2C1=O)Nc1ccccc1C(=O)O (centres undefined)	23%	4%	0%	10%	-1%	139%[activator]
COc1c2ccoc2c(OC(C)=O)c2oc(C)cc(=O)c12	2%	-30%	-4%	22%	15%	32%[activator]
COC(=O)c1nn(Cc2ccccc2)c(=O)c2ccccc12	3%	12%	-1%	-3%	6%	4%
CC1=C(C)CC(C(=O)NCc2cccc(Cl)c2)C(C(=O)O)C1 (centres undefined)	.	.	-8%	10%	1%	13µM*
COc1ccc(/C=N/Nc2nc(C(=O)O)cs2)cc1	?	15%	-1%	159%[activator]	-11%	0%
COc1ccc(-n2c(C)cc(/C=C3\SC(=O)NC3=O)c2C)cc1	-7%	7%	-2%	.	-36%	15%
COc1ccc(-c2noc(CCC(=O)NCCN(C)Cc3ccccc3)n2)cc1	1%	-15%	2%	-2%	89µM*	52%[activator]
CCCN(c1nc(C)cc(OC)n1)S(=O)(=O)c1ccccc1	-1%	-11%	6%	-11%	0%	92%[activator]
O=C(NCCc1ccccc1)C(=O)NCC1CCCN1S(=O)(=O)c1cccs1 (centres undefined)	-7%	?	.	?	-22%	?
CC(C)(C)NC[C@@H](O)COc1cccc2c1CCCC2=O	-5%	4%	.	-2%	-2%	23%
Cc1ccc(NP(=O)(Nc2ccc(C)cc2)Nc2ccc(C)cc2)cc1	0%	?	-8%	12µM*	-8%	?
COc1ccc(N(CC(=O)NC2CCCC2)C(=O)Cn2nnc(-c3ccc(OC)c(OC)c3)n2)c(OC)c1	5%	?	3%	?	-1%	?
COc1cc2nc(CN(C)Cc3ccc(OC)c(OC)c3OC)[nH]c(=O)c2cc1OC	0%	-10%	2%	58%[activator]	-3%	-1%
CC(=O)N1CCN(C(=S)Nc2cc(S(=O)(=O)N3CCOCC3)ccc2Cl)CC1	-10%	12%	8%	11%	-11%	1%
Cc1nc2ccc([N+](=O)[O-])cc2c(=O)n1Cc1ccc([N+](=O)[O-])cc1	3%	5%	-8%	15%	-6%	-17%
COc1cccc(Cn2cc(C(=O)NCCN(C)C)nn2)c1	3%	18%	4%	?	7%	-2%
COc1cc(OC)nc(Oc2ccc(NC(C)=O)cc2)n1	7%	6%	9%	148%[activator]	15%	2%
Cc1nc(NC(=O)CCN2C(=O)C3CC=CCC3C2=O)sc1C (centres undefined)	3%	-4%	0%	38%[activator]	-4%	-17%
CCn1c(C(=O)N2CCC(C(=O)NCc3ccc4c(c3)OCO4)CC2)cc2sccc21	-18%	?	-2%	6%	-11%	4%
CC(=O)Nc1ccc(SCC(=O)OCC(=O)NC(=O)NCCC(C)C)cc1	-2%	-5%	7%	23%	-1%	43%[activator]

More records
compound	Tb PYK inh	HCV inhibitor	LmPK inhibitor	Pf growth 48h	Sm TGR block	Pf growth 96h
O=C(CSc1ccccc1)Nc1cc(Cl)ccc1Oc1ccccc1	-2%	-6%	-1%	?	0%	2%
COc1ccc2c(c1)-c1nc(N)sc1CC2	6%	?	2%	2%	.	-13%
COc1ccc(Nc2nc(-c3ccccc3)nc3ccccc23)cc1S(=O)(=O)N1CCOCC1	0%	22µM*	5%	?	10%	13µM*
CCn1c(CSc2nnc(-c3ccc4c(c3)OCO4)o2)nc2cc(S(=O)(=O)N(C)C)ccc21	1%	?	2%	?	10%	.
COC(=O)N(c1ccccc1)P(=O)(Oc1ccccc1)Oc1ccccc1	22%	25%	1%	-9%	-6%	16%
COC(=O)c1c(C)[nH]c(C(=O)OC(C)C(=O)N2CCOCC2)c1C (centres undefined)	-7%	?	.	64%[activator]	-4%	31%[activator]
N#C/C(=C\c1c(Oc2ccccc2Cl)nc2ccccn2c1=O)C(=O)NC1CCS(=O)(=O)C1 (centres undefined)	5%	-2%	0%	-23%	-17%	0%
Cc1nc(Nc2ccc3c(c2)OCCO3)c2oc3ccccc3c2n1	4%	?	-3%	12%	0%	16%
CN1CCN(/N=C/c2c[nH]c3ccccc23)CC1	0%	14%	-6%	60%[activator]	3%	54%[activator]
CCCn1c(SC(C)C(=O)NCC2CCCO2)nc2sc(CC)cc2c1=O (centres undefined)	-6%	-19%	-9%	?	-16%	?
COc1ccc(C(=O)Cn2c(C(=O)/C=C/c3ccccc3)nc3ccccc32)cc1	-2%	?	10%	10µM*	4%	.
COc1cc(C=O)ccc1OCC(=O)Nc1cccc(S(=O)(=O)N(C)c2ccccc2)c1	-9%	10%[8.37 µM]	.	-7%	-3%	?
CCc1ccc(N(CC)C(=O)c2cn(C)c(=O)c3ccccc23)cc1	-1%	31%[activator]	5%	.	-2%	0%
CC1CCC2C(=O)N(c3ccc(C(=O)Oc4cccc5cccnc45)cc3)C(=O)C2C1 (centres undefined)	3%	?	7%	-10%	-9%	-1%
COc1cccc(-n2c(SCC(=O)NC3CCS(=O)(=O)C3)nc3ccccc3c2=O)c1 (centres undefined)	-3%	21%	.	?	-11%	?
CCOc1c(Br)cc(CNc2ncn[nH]2)cc1OC	2%	22%	0%	4%	0%	.
CC(=O)c1ccc(OC(=O)/C=C/c2ccccc2)cc1	11%	17%	1%	20%	-21%	10µM*
C=CCn1c(SC)nc2sc3c(c2c1=O)CCc1ccccc1-3	3%	?	1%	14%	3%	18%
CN1CCN(C(=S)NC(=O)c2ccc(Cl)cc2)CC1	-6%	9%	2%	-3%	0%	?
c1coc(CNc2nc3sc4c(c3c3ncnn23)CCCC4)c1	-7%	-16%	5%	20%	?	13%

Some of the entries above, set out differently.
COC(=O)c1c(C)[nH]c(C(=O)OC(C)C(=O)N2CCOCC2)c1C (centres undefined)
  Tb PYK inh: -7%
  HCV inhibitor: ?
  LmPK inhibitor: .
  Pf growth 48h: 64%[activator]
  Sm TGR block: -4%
  Pf growth 96h: 31%[activator]
CC(=O)c1ccc(OC(=O)/C=C/c2ccccc2)cc1
  Tb PYK inh: 11%
  HCV inhibitor: 17%
  LmPK inhibitor: 1%
  Pf growth 48h: 20%
  Sm TGR block: -21%
  Pf growth 96h: 10µM*
CN1CCN(C(=S)NC(=O)c2ccc(Cl)cc2)CC1
  Tb PYK inh: -6%
  HCV inhibitor: 9%
  LmPK inhibitor: 2%
  Pf growth 48h: -3%
  Sm TGR block: 0%
  Pf growth 96h: ?
COC(=O)N(c1ccccc1)P(=O)(Oc1ccccc1)Oc1ccccc1
  Tb PYK inh: 22%
  HCV inhibitor: 25%
  LmPK inhibitor: 1%
  Pf growth 48h: -9%
  Sm TGR block: -6%
  Pf growth 96h: 16%

Reprinted at random: two entries already listed.
compound	Tb PYK inh	HCV inhibitor	LmPK inhibitor	Pf growth 48h	Sm TGR block	Pf growth 96h
COC(=O)c1c(C)[nH]c(C(=O)OC(C)C(=O)N2CCOCC2)c1C (centres undefined)	-7%	?	.	64%[activator]	-4%	31%[activator]
CC(=O)c1ccc(OC(=O)/C=C/c2ccccc2)cc1	11%	17%	1%	20%	-21%	10µM*

(more compounds)
compound	Tb PYK inh	HCV inhibitor	LmPK inhibitor	Pf growth 48h	Sm TGR block	Pf growth 96h
Cn1c(SCC(=O)Nc2sccc2C#N)nnc1-c1ccccc1	-14%	11%	5%	1%	-16%	.
Cc1ccc(NC(=O)NCc2ccccn2)cc1	1%	3%	-1%	94%[activator]	.	?
Cc1ccccc1-n1ncc2c1CC(C)(C)CC2NC(=O)C1CCC1 (centres undefined)	2%	6%	-3%	?	-1%	14%
CC(=O)Nc1ccc(C(=O)NC2CCCC2)cc1	-7%	35%[activator]	2%	7%	3%	21%
Cn1nc(C(=O)NCCN2CCOCC2)c2ccccc2c1=O	-3%	19%	7%	-4%	2%	37%[activator]
COc1ccc(C2C(C(=O)c3ccco3)=C(O)C(=O)N2CCc2ccccc2)cc1OC (centres undefined)	-2%	11%	4%	?	4%	159%[activator]
COC(=O)c1ccc(COc2ccc(NC(C)=O)cc2)o1	-2%	18%	-13%	87%[activator]	-4%	67%[activator]
COc1ccc(S(=O)(=O)N2CCC(C(=O)c3ccc4c(c3)OCCO4)CC2)cc1	-8%	?	-2%	-30%	-7%	72%[activator]
O=C(CCn1cccn1)Nc1ccc2c(c1)OCO2	0%	18%	-4%	-3%	8%	0%
COc1ccc(N2CCN(C(CNC(=O)C3CCCCC3)c3cccnc3)CC2)cc1 (centres undefined)	1%	10%	3%	?	0%	?
Cc1ccc(N2CC(C(=O)Nc3nnc(SCC(N)=O)s3)CC2=O)cc1 (centres undefined)	-19%	8%	-5%	4%	16%	-3%
C#CCNC(=O)C1=C[C@H](c2cn(C(C)=O)c3ccccc23)[C@@H](CCCO)[C@H](OCC)O1	4%	-11%	4%	-15%	-30%	?
COC/C=C/C1=CC2=CC(=O)C(C)(OC(=O)c3cnc4ccccc4n3)C(=O)C2=CN1C(CO)CO (centres undefined)	-2%	24%	-5%[11.5 µM]	29%	?	17%
Cc1cccc(C)c1NC(=O)CN(C)CC(=O)Nc1ccc(C#N)c(Cl)c1	0%	-23%	4%	-4%	7%	49%[activator]
Fc1ccc(-[n+]2nc(Nc3ccccc3)sc2-c2cccc(Cl)c2Cl)cc1	4%	2%	-11%	50%[activator]	-2%	68%[activator]
CSc1nc2ccccc2c(=O)n1C1CCOC(C)(C)C1 (centres undefined)	2%	-16%	-13%	27%	22%	68%
CCCCCCC(=O)N=Nc1c(O)[nH]c2ccc([N+](=O)[O-])cc12	2%	-9%	-2%	24%	-5%	-22%
